Source: PubChem
b-catenin transl: modulators of beta-catenin nuclear translocation; HeLa beta-catenin nuclear translocation, immunofluorescence imaging; nuclear translocation activity, % at 5 µM; 0.3% of 190,000 active;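 active means nuclear translocation activity above 50% at 5 µM, with a well cell count of 50 or more; inconclusive means wells under 50 cells across six images, flagged as toxic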;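 further: per-cell ratio of nuclear to cytoplasmic median beta-catenin stain intensity; plate controls were DMSO negative control for no effect and GSK-3 inhibitor IX positive control for full effect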
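Read-out: Nuclear/cytoplasmic beta-catenin signal ratio, % activation | Assay system: Human HeLa cell line | Times: 24 h compound exposure at 37°C, 5% CO2 | Signal: Fluorescence imaging of beta-catenin antibody stain plus DAPI | Dosing: 5 µM primary, 0.02–20 µM confirmation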
SV40 large T antigen: TAg ATPase/helicase activity blockers – biochemical (AID 1903) | SV40 large T antigen ATPase/helicase inhibition assay; higher % means a stronger effect | inhibition, % at 20 µM; hits with a dose series show IC50 in µM | 0.39% of 310,000 active; in the data active means a potency from the dose series; inconclusive means inhibition mostly from about 32% at the one dose, without a potency; inactive means the rest, 99 in 100 with inhibition below about 32%; further: strong numbers were not always called active
WT yeast gro inh: growth inhibition of WT yeast, mitochondrial fusion screen. 2.1% of 190,000 active. inhibition, % at 10 µM. mitochondrial fusion phenotypic screen, WT strain; in the data active means inhibition above about 58%; tested in S. cerevisiae
T cell HTS: T cell immune modulators affecting CD8 T cell-vesicle binding; AID 2052; 0.068% of 330,000 active; 2C CD8+ T cell-vesicle binding, flow cytometry; stronger effect = lower value; calls only at 7 µM;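 active means response, share of CD8 T cells binding vesicles, and their 90th percentile fluorescence all below set limits, cut at about 80% in these data, passing the limit was not always enough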
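Assay system: 2C TCR transgenic mouse naive CD8+ T cells, MACS-purified | Read-out: CD8+ gate FL2 mean fluorescence as % of same-row positive control | Signal: High-throughput flow cytometry with anti-B7-1 and anti-CD8 staining | Timing: Binding step 1.5 h, 37 °C, antibody labelling 20 min, ice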
West Nile virus CPE: West Nile virus antiviral activity, cell-based, CPE readout (AID 1621). West Nile virus-infected cells, CPE inhibition; higher % means a stronger effect. 0.02% of 290,000 active. CPE inhibition, % at 10 µM, or IC50 in µM where a hit was titrated; in the data active means a potency from the dose series; inconclusive means CPE inhibition mostly from about 3.7% at the one dose, without a potency; inactive means the rest, 99 in 100 with CPE inhibition below about 2.2%; further: strong numbers were not always called active
MgcRacGAP inhibition: MgcRacGAP GTPase-activating activity inhibitors, confirmation, biochemical, ADP Hunter fluorescence | MgcRacGAP-stimulated Rac1 GTP hydrolysis, ADP Hunter fluorescence; higher % means a stronger effect; GST-tagged Rac1 F28L mutant substrate | inhibition, % at 30 µM, or IC50 in µM where a hit was titrated | 0.6% of 340,000 active | AID 624330;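 active means first-screen hits whose inhibition reached a set limit at any dose in the follow-up dose series; inconclusive means inhibition above the set first-screen limit but never retested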;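 further: fluorescence reports GDP produced by GAP-driven GTP hydrolysis; strong numbers were not always called active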
Myeloid diff MLP: compounds promoting myeloid differentiation; ER-HoxA9 myeloid progenitors, lysozyme-GFP differentiation, flow cytometry; calls only at 10 µM; 1% of 360,000 active;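 active means normalized GFP-positive differentiation at or above the plate's own cutoff, the solvent-only control mean plus 3 SD; inconclusive means no clear call, values can overlap the other calls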;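 further: cells exposed to compound for four days before flow analysis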
PhoP inhibition: inhibitors of PhoP regulon expression, primary screen, Salmonella Typhimurium, GFP reporter (AID 1863). S. Typhimurium PhoP-regulated promoter GFP reporter, 4 h; higher % means a stronger effect. one-dose inhibition, % at 50 µM; IC50 in µM for titrated hits. 0.16% of 300,000 active;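 active means inhibition over 29.93%, a cutoff 3 SD above the screen mean, later confirmed by dose response; inconclusive means inhibition over 29.93% but no dose response follow-up; inactive means inhibition at most 29.93% or unconfirmed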;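 further: 0% = low Mg2+ inducing control and 100% = high Mg2+ repressing control; strong numbers were not always called active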
RSV CPE inhibition: inhibition of RSV-induced cytopathic effect – HEp-2 cells, primary 10 µM value included (AID 2391). HEp-2 cells, RSV-induced CPE inhibition; higher % means a stronger effect. one-dose CPE inhibition, % at 10 µM; IC50 in µM for titrated hits. 0.13% of 310,000 active; in the data active means a potency from the dose series; inconclusive means CPE inhibition mostly from about 23% at the one dose, without a potency; inactive means the rest, 99 in 100 with CPE inhibition below about 21%; further: strong numbers were not always called active
WT yeast gro inh mutant strain: further read-out of WT yeast gro inh, marked with its call; inhibition, %; mitochondrial fusion phenotypic screen, mutant strain inhibition
b-catenin transl cell count 5 µM: second read-out of b-catenin transl, no call of its own (marks repeat the call); cell count; measured here: cell count, cytotoxicity flag
T cell HTS vesicle-bound %: second read-out of T cell HTS, no call of its own (marks repeat the call); double positive events, %; measured here: CD8+ vesicle-bound cell fraction;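 binding gate set so that unloaded-vesicle control wells show 10% double positive cells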
Myeloid diff MLP GFP+ MAC1+ %: further read-out of Myeloid diff MLP, marked with its call; GFP+ MAC1+ double positive, %; measured here: differentiation confirmed by MAC1 staining
The depositor's hits bear a star; i = inactive; ? = inconclusive; / = not tested or not shown; + = active, no number.

SMILES	b-catenin transl	b-catenin transl cell count 5 µM	SV40 large T antigen	WT yeast gro inh	WT yeast gro inh mutant strain	T cell HTS	T cell HTS vesicle-bound %	West Nile virus CPE	MgcRacGAP inhibition	Myeloid diff MLP	Myeloid diff MLP GFP+ MAC1+ %	PhoP inhibition	RSV CPE inhibition
COc1ccccc1C(CNC(=O)CN(C)S(=O)(=O)c1ccc(C)cc1)N1CCCC1 (stereo unspecified)	/	/	/	/	/	i	33	/	6%	i	0.2	/	-0.5%
Cc1c(C(=O)NCC2CCCO2)cccc1[N+](=O)[O-] (stereo unspecified)	-2.2	716	6%	9	15	i	35	-0.5%	-4%	i	0.3	1%	1.8%
COc1ccc(-c2nnnn2-c2ccc(F)cc2F)cc1	0.4	1527	6%	-3	-3	i	38	-0.3%	2%	i	0.4	-1%	1.9%
O=C(Nc1cccnc1Oc1ccc(Cl)cc1)c1cccc2ccccc12	-0.3	1292	16%	/	/	i	25	-0.4%	8%	i	0.3	-7%	?
CCOC(=O)c1ccc2c(c1)nc(SCC(=O)c1cc3ccccc3o1)n2CC	/	/	10%	10	10	i	22	0.5%	5%	i	0.8	10%	3.3%
COc1cccc(C(=O)Nc2cc(-c3cn4cccnc4n3)ccc2C)c1	-0.7	1081	8%	1	-17	i	53	-0.6%	3%	i	0.2	-6%	2.2%
Cn1cc(S(=O)(=O)N2CCOCC2)cc1C(=O)Nc1cccc(Cl)c1	/	/	3%	/	/	i	19	-0.7%	4%	i	1.9	/	2.5%
CCN(C(=O)c1c(OC)cccc1OC)c1nnc(-c2cccnc2)s1	-5.1	1127	1%	-3	-4	i	48	-0.4%	8%	i	0.0	-10%	3.2%
O=C(N/N=C\c1c(O)ccc2ccccc12)c1ccc(S(=O)(=O)N2CCCCC2)cc1	3.5	720	-4%	2	-2	i	10	0.0%	8%	+	1.9*	24%	5.0%
CCOc1ccccc1N1CCN(C(=O)Nc2cccc(Cl)c2)CC1	/	/	10%	-20	-7	i	30	-1.1%	6%	i	0.6	2%	12%
COc1cccc(C2=CC(c3ccccc3)n3ncnc3N2)c1 (stereo unspecified)	0.4	1356	23%	17	13	i	17	-0.4%	/	/	/	-7%	-0.3%
O=C1CCCC(=O)C1C(c1ccc(Cl)cc1)C1C(=O)CCCC1=O	/	/	/	/	/	i	37	/	4%	i	1.2	/	1.1%
O=C1C=CC(=O)N1	/	/	6%	/	/	i	20	/	5%	i	1.8	-8%	0.0%
COc1ccc(-c2c(C#Cc3ccsc3)c3cc(-c4cccc5[nH]ccc45)ccc3n2C)cc1	/	/	/	/	/	i	30	/	10%	i	1.6	/	-0.5%
S=C(NCCN1CCOCC1)Nc1cccc2ccccc12	0.3	989	24%	1	-8	i	62	-0.2%	9%	i	1.2	1%	1.0%
CCN(CC(=O)NC1CCS(=O)(=O)C1)S(=O)(=O)c1cc([N+](=O)[O-])ccc1C (stereo unspecified)	/	/	18%	/	/	i	43	/	3%	i	1.0	-5%	-1.3%
C=CCNC(=O)COC(=O)c1ccc(Cl)c(S(N)(=O)=O)c1	-2.1	1136	0%	-15	9	i	32	-0.7%	-2%	i	0.5	1%	0.5%
CNS(=O)(=O)c1cccc(C(=O)NCC(c2cccs2)N(C)C)c1 (stereo unspecified)	1.1	1356	10%	14	24	i	48	0.3%	6%	i	1.9	2%	-0.2%
O=C(O)c1cc2c(cc1NC(=O)c1c(F)cccc1F)OCCCO2	/	/	4%	/	/	i	34	0.2%	7%	i	0.8	-4%	2.4%
O=C(Nc1ccc(Cl)c(Cl)c1)Nc1ccccn1	/	/	1%	/	/	i	31	?	9%	i	0.8	8%	2.4%
COc1ccccc1CNC(=O)C1CCC(CNS(=O)(=O)c2ccc(NC(C)=O)cc2)CC1 (stereo unspecified)	/	/	24%	/	/	i	44	0.7%	7%	i	0.4	16%	-1.2%
Cc1cc(N2CCN(c3ccccc3)CC2)nc(N2CCOCC2)n1	1.6	1371	12%	/	/	i	21	-0.1%	12%	i	0.6	2%	-1.1%
COc1ccc(Cc2nc3ccc(C(=O)N(C)C(C)c4ccon4)cc3o2)cc1 (stereo unspecified)	/	/	2%	/	/	i	8	-0.4%	3%	i	1.1	6%	2.0%
CCOc1cc(C(=O)OCC(=O)Nc2ncc(Cl)c(C)c2Cl)ccc1OCC(=O)N1CCOCC1	-0.6	1141	18%	-2	10	i	45	-0.5%	9%	i	0.5	-8%	2.0%
CC(OC(=O)c1cn(-c2ccccc2)nc1-c1cccnc1)C(N)=O (stereo unspecified)	0.5	1130	12%	-2	0	i	43	-0.8%	1%	i	1.4	-7%	1.3%
Cc1ccc(S(=O)(=O)N2[C@@H](c3ccccc3)C(C(=O)O)=CC[C@H]2c2ccc(Cl)c(Cl)c2)cc1	/	/	30%	/	/	i	31	/	5%	i	2.7	-10%	7.3%
COCCCn1c2nc3ccccc3nc2c2c(=O)n(-c3ccccc3OC)c(C)nc21	-1.6	1289	-5%	-11	-11	i	44	/	/	/	/	-15%	2.6%
Cc1c(C(=O)OCC(=O)N(C)C2CCS(=O)(=O)C2)oc2ccc(Br)cc12 (stereo unspecified)	-2.8	1156	9%	/	/	i	62	0.1%	11%	i	0.5	1%	1.8%
Cc1cc(Cl)ccc1NC(=O)CCC(=O)O	8.4	570	24%	8	-5	i	42	-0.1%	6%	i	0.3	7%	3.3%
Cc1ccc(S(=O)(=O)N2CCN(Cc3cc4c(cc3Br)OCCO4)CC2)cc1	/	/	/	/	/	i	32	/	5%	i	0.8	/	1.5%
O=C(O)c1ccccc1-c1ccccc1C(=O)Nc1ccccc1-c1ccccc1	/	/	14%	/	/	i	61	0.0%	-5%	i	0.6	-9%	0.4%
COc1ccc(Nc2nnc(SCC(=O)Nc3cc(C)on3)s2)cc1	-0.9	1145	11%	-8	3	/	/	1.4%	11%	i	0.7	-7%	/
Cc1ccc(SCc2ccc(C(=O)Nc3cccc([N+](=O)[O-])c3)cc2)cc1	-1.2	1316	9%	15	8	i	26	-0.4%	6%	i	6.3	7%	0.8%
CCN(CC)C(=O)CSc1nc2ncccc2[nH]1	-0.8	809	7%	25	3	/	/	?	11%	i	4.7	13%	-0.1%
O=C(Nc1ccccc1F)C1CCN(S(=O)(=O)c2cccc3nonc23)CC1	/	/	-3%	/	/	i	20	0.4%	4%	i	0.3	6%	0.3%
Cc1cc(=O)[nH]c(SCc2cccc(Br)c2)n1	-1.6	1002	-1%	5	-9	i	37	0.1%	1%	i	0.4	12%	3.5%
Cc1ccc(-n2c(SCC(=O)NCc3ccco3)nnc2-c2cccnc2)cc1	-1.9	1155	15%	1	-4	i	22	-0.3%	4%	i	0.4	-5%	1.8%
COc1cc(COc2ccc3c(C)c(CCC(=O)O)c(=O)oc3c2)cc(OC)c1OC	/	/	4%	/	/	i	55	0.0%	8%	i	0.3	-4%	-1.0%
CC(C)OC(=O)/C(C#N)=C/c1c[nH]c2ccccc12	9.2	941	4%	13	8	i	47	-0.8%	-5%	i	0.9	-5%	4.0%
Brc1ccc(-c2nc(-c3ccccn3)no2)o1	-3.9	1235	-2%	13	9	i	28	0.1%	11%	i	1.1	-6%	2.2%
O=c1c(-c2nnc(SCc3ccc(Cl)cc3)o2)cccn1Cc1ccccc1	/	/	24%	23	-5	i	55	0.4%	6%	i	1.1	-3%	?
COc1ccccc1Nc1nc2ccccc2n1C	-2.6	1170	37%	12	2	i	44	0.9%	6%	i	1.6	-3%	2.0%
Cc1ccc(-n2c(C)cc(/C=C(\C#N)C(=O)NCC3CCCO3)c2C)cc1 (stereo unspecified)	-1.7	1383	7%	35	20	i	40	0.3%	13%	i	6.6	0%	16%
C=CCN(CC=C)C(=O)Nc1ccc2nc(C)sc2c1	0.4	511	2%	-13	-10	i	59	-0.5%	-4%	i	0.8	-8%	1.4%
CCCc1cc(=O)[nH]c(SCc2cc(=O)oc3c(C)c(C)ccc23)n1	-0.7	945	14%	-17	-9	i	52	-0.6%	8%	i	0.5	-5%	6.1%
Cc1cccc(NC(=O)c2ccc(S(=O)(=O)N3CCOCC3)cc2)c1C	/	/	6%	/	/	i	44	-0.1%	9%	i	0.6	2%	1.9%
CCOC(=O)c1c(NC(=O)C2CCCO2)sc(C(N)=O)c1C (stereo unspecified)	1.1	858	-3%	3	11	i	4	-0.3%	16%	i	0.7	5%	-0.1%
COc1ccc2ccc(C(C)(C(C)=O)C(=O)OC(C)C)cc2c1 (stereo unspecified)	/	/	/	/	/	i	36	/	5%	i	1.8	/	0.4%
O=C(CCS(=O)(=O)c1ccc(Br)s1)NCc1ccccc1	-4.7	1252	19%	-2	-24	i	6	-0.3%	8%	i	0.8	1%	0.6%
Cc1cc(C(F)(F)F)n2nc(-c3cnn(C)c3C(F)(F)F)cc2n1	-0.7	1312	23%	15	15	i	15	-0.9%	10%	i	0.7	3%	6.0%
CCCN(CCC)CC(=O)Nc1cccc2c1OCO2	-2.2	1245	20%	-17	-8	i	34	0.8%	9%	i	0.4	13%	1.3%
CC(C)c1nnc(NC(=O)c2nc(S(=O)(=O)Cc3ccccc3)ncc2Cl)s1	/	/	12%	/	/	i	3	0.8%	17%	?	/	-11%	-2.0%
CC(/C=N/n1cnnc1)=C\c1ccco1	-1.5	1117	18%	-11	13	i	10	-0.1%	11%	i	1.2	-15%	17%
